Bioassay records (PubChem BioAssay)
OX1R antag-1: antagonists of human orexin 1 receptor (OX1R) | Orexin/Hypocretin receptor type 1 (Homo sapiens), O43613 | OX1R-expressing cells, FRET antagonist read-out | inhibition, % at 6.6 µM | 330,000 tested, 1.8% active | AID 485270, 2010; in the data active = inhibition mostly above about 38%, no sharp cut-off; inactive = mostly below about 40%;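 also: 0% = agonist challenge alone and 100% = reference antagonist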
Target sequence (O43613 whole entry, looked up): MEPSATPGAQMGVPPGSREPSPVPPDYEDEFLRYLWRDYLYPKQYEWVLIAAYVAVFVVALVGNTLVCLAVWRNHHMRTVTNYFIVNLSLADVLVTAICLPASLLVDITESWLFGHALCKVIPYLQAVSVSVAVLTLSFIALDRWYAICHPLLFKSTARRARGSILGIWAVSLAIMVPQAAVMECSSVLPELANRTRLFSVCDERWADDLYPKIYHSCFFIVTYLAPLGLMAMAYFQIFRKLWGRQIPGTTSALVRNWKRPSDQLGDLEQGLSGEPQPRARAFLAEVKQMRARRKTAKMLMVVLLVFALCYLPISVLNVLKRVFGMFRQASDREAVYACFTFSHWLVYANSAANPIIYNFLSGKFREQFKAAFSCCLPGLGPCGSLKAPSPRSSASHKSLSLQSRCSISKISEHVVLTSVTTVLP
OX1R antag-2: OX1R (HCRTR1) antagonists, primary screen, fluorescence, CHO/OX1R cells, Fluo-8 calcium, orexin A; 330,000 tested, 0.43% active; AID 434989, 2010; Fluo-8 calcium fluorescence; inhibition, % at 5 µM;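 active = inhibition above its plate's threshold, mean inhibition of all tested compounds on the plate plus 3 SD, cut at about 37% in these data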;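 also: 0% = orexin A challenge wells and 100% = SB-334867-A antagonist wells; not every result past the cut was called active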
Active calls of the source: *.

SMILES | OX1R antag-1 | OX1R antag-2
O=C(CN(CCO)c1ccccc1)Nc1ccc(Cl)c(S(=O)(=O)N2CCOCC2)c1 | 1 | -17
CCCCn1nnnc1NCc1ccc(N(CC)CC)cc1 | 0 | -21
COc1ccccc1CNCC(O)Cn1c2ccccc2c2ccccc21 (centres undefined) | 11 | 1
O=C(c1ccc2nc(Cc3cccc(Cl)c3)oc2c1)N1CCOCC1 | 25 | -5
COc1ccc(NC(=O)N(C)C[C@H]2Oc3ccc(NC(=O)Cc4ccccc4)cc3C(=O)N([C@H](C)CO)C[C@@H]2C)cc1 | 2 | -18
CC(C)C(=O)Nc1c(-c2cccs2)c(=O)c2ccccc2n1C | 13 | 10
COc1ccccc1NC(=O)c1ccc(COc2ccccc2OC)o1 | 4 | -19
CC(C)N(C(=O)CSc1ccc(S(=O)(=O)N2CCCCC2)cn1)c1ccccc1 | 9 | -7
CCn1c2ccccc2c2cc(CC(N)=O)ccc21 | 15 | -14
CC(=O)Nc1ccc(NC(=O)C(C)OC(=O)/C(C#N)=C/c2ccc(N(C)C)cc2)cc1 (centres undefined) | 36 | 29
Cc1ccnc2nc(C(=O)Nc3ccc4c(c3)OCO4)nn12 | 14 | -10
O=c1oc2ccccc2c2c1ncn2CCN1CCOCC1 | 16 | -5
Cc1ccccc1OCc1nc2ccccc2[nH]1 | 12 | -26
O=C(O)CS(=O)(=O)CC(=O)NCc1cccc(C(F)(F)F)c1 | 12 | -12
O=C(Nc1ccc2c(c1)OCO2)c1cc(-c2cccnc2)nc2ccccc12 | 37 | -18
CC(C)CCNC(=O)NC(=O)COc1ncnc2sccc12 | 6 | -15
COC(=O)c1ccc(NCC(=O)c2ccccc2)cc1 | 18 | -13
Cc1ccc2oc(=O)cc(CN3CCOCC3)c2c1 | 11 | -2
COc1ccc(S(=O)(=O)N2CCN(c3cc(-c4ccccc4)nc4ncnn34)CC2)cc1 | 2 | -22
c1ccc(N2OCC3Cn4c(nc5ccccc54)C32)cc1 (centres undefined) | 23 | -5
COc1ccc([C@@H]2[C@@H]3C(=O)N(C(C)(C)C)C(=O)[C@@H]3[C@]3(Cc4ccccc4)C(=O)N(c4ccc(Br)cc4)C(=O)N23)cc1 | 11 | -30
COc1cc(CN2CCN(Cc3ccc4cc(F)ccc4n3)CC2CCO)cc(OC)c1 (centres undefined) | 13 | -13
Cc1ccc(CNC(=O)c2cccc3c2C(=O)c2ccc(N4CCOCC4)cc2S3(=O)=O)cc1 | 3 | -12
CC(Cl)C(=O)Nc1cc(C(F)(F)F)ccc1N1CCOCC1 (centres undefined) | 94* | -22
CCN(C(=S)NCCOC)c1cccc2ccccc12 | 19 | -7
COc1ccccc1CNC(=O)CN(Cc1ccc(Cl)cc1)S(C)(=O)=O | 27 | -15
O=C(OC1CCOC1=O)C1CCN(S(=O)(=O)c2c(Cl)cccc2Cl)CC1 (centres undefined) | 4 | -2
Cc1cc(C)c(S(C)(=O)=O)c(N(C)N)n1 | 9 | -27
CCN(CC)C1CCN(c2nc3nonc3nc2NCCOC)C1 (centres undefined) | 26 | -10
O=S(=O)(NCc1ccccn1)c1ccc(F)cc1 | 14 | -18
O=c1[nH]c2ccccc2nc1NCCN1CCOCC1 | 15 | 8
CCN(CC)C(=O)C(=O)c1cccn1-c1cccc(-n2cccc2C(=O)C(=O)N(CC)CC)c1C#N | 24 | -26
CCN(CC)C(=O)CSc1nnc(CNc2ccc(F)cc2)n1Cc1ccco1 | 5 | -32
Nc1nc(COC(=O)C2CC(=O)N(Cc3ccccc3)C2)nc(Nc2ccccc2)n1 (centres undefined) | -2 | -8
COc1ccc(NC(=O)CSc2nnnn2-c2ccc(F)cc2)cc1 | 13 | -23
Cc1cccc(NC(=S)N/N=C/c2ccc([N+](=O)[O-])s2)c1 | 46 | -11
Clc1ccccc1CN(Cc1ccccc1)C(c1cccs1)c1nnnn1C1CCCC1 (centres undefined) | 9 | -11
FC(F)Sc1ccc(NC(=S)NCc2ccccc2)cc1 | 26 | -7
CCc1ccc(-n2nc3cc(C)c(N)cc3n2)cc1 | 8 | -2
COc1ccc(C(=O)NC(=S)NNC(=O)c2cnccn2)cc1OC | 2 | 8
O=C(Oc1c(CN2CCOCC2)cc(Cl)c2cccnc12)c1cccs1 | 10 | -17
COC(=O)c1cc(OC)c(OC)cc1NC(=S)N1CCN(Cc2ccccc2)CC1 | 2 | -23
O=C(Cn1ccc2ccccc2c1=O)NCCC(=O)N1CCCCC1 | 12 | -6
Cc1ccc(OCCCn2ccnc2)c(Br)c1 | 7 | -7
CCN(CC)C(=O)CSc1ncnc2c1cnn2Cc1ccccc1 | 17 | -26
Cc1noc(/C=C/c2cccnc2)c1[N+](=O)[O-] | 79* | -14
Cc1ccc(NC(=O)CNC(=O)c2ccc(C)o2)cc1 | 6 | -12
CC(OC(=O)c1cccc(S(=O)(=O)N2CCCCCC2)c1)C(=O)Nc1ccc(S(N)(=O)=O)cc1 (centres undefined) | 3 | -16
CCN(CCCNC(=O)CNC(=O)c1nn(-c2ccc(OC)cc2)c(=O)c2ccccc12)c1cccc(C)c1 | 37 | 1
Cc1ccc(C)c(/C=N/NC(=S)NCCc2ccccc2)c1 | 15 | -26
[O-][n+]1c2cc(C(F)(F)F)ccc2c2n1CCN=C2c1ccc(Cl)cc1 | 21 | -8
COc1ccc(-n2c(C)cc(=O)[nH]c2=O)cc1 | 1 | -4
COc1cc(C#Cc2c(-c3cncn3C)n(C)c3ccc(-c4ccc5[nH]ccc5c4)cc23)cc(OC)c1 | 21 | 20
O=c1/c(=C/c2ccc(O)cc2)sc2n1CCCN=2 | 47 | -2
O=S(=O)(Nc1ccc2c(c1)oc1ccccc12)N1CCCC1 | 29 | -2
O=C(c1ccc2c(c1)OCO2)N1CCN(S(=O)(=O)c2ccccc2)CC1 | 18 | -17
O=C(NCc1ccc(C(F)(F)F)cc1)C1CC(c2c(Cl)cccc2Cl)=NO1 (centres undefined) | 24 | -18
O=C(O)c1ccccc1N/N=C/c1c(Sc2nnnn2-c2ccccc2)nc2ccccn2c1=O | 22 | 16
CCCCN(C)c1c(N2CCC(C(=O)OCC)CC2)c(=O)c1=O | 19 | -17
Cc1cc(=O)oc2cc(NS(=O)(=O)c3ccccc3)ccc12 | 7 | -15

Look-ups from the results shown.
Entry for O=S(=O)(Nc1ccc2c(c1)oc1ccccc12)N1CCCC1 in OX1R antag-1: 29
Entry for O=C(Oc1c(CN2CCOCC2)cc(Cl)c2cccnc12)c1cccs1 in OX1R antag-1: 10
Entry for O=C(NCc1ccc(C(F)(F)F)cc1)C1CC(c2c(Cl)cccc2Cl)=NO1 (centres undefined) in OX1R antag-1: 24
Entry for Cc1cc(=O)oc2cc(NS(=O)(=O)c3ccccc3)ccc12 in OX1R antag-2: -15
Entry for COc1cc(C#Cc2c(-c3cncn3C)n(C)c3ccc(-c4ccc5[nH]ccc5c4)cc23)cc(OC)c1 in OX1R antag-2: 20
Entry for [O-][n+]1c2cc(C(F)(F)F)ccc2c2n1CCN=C2c1ccc(Cl)cc1 in OX1R antag-1: 21
Entry for Cc1ccc(OCCCn2ccnc2)c(Br)c1 in OX1R antag-2: -7

More entries follow:
Order of values: OX1R antag-1, OX1R antag-2
CCOc1ccc2[nH]c3c(NCC(C)C)ncnc3c2c1
→ 16, -11
C=CCN(C(=O)Nc1ccc(OC)cc1)c1nnc(-c2ccncc2)s1
→ 11, -1
COc1cc(/C=N/NC(=O)CSc2n[nH]c(=O)[nH]c2=O)cc(OC)c1O
→ 31, -18
O=C(NCc1ccco1)C(c1ccccc1)N(C(=O)Cc1cccs1)c1ccccc1 (centres undefined)
→ 20, -28
COc1cc(CCC(O)CC(=O)CCc2ccccc2)ccc1O (centres undefined)
→ 5, -6
Cc1ccc(C(=O)N(CN2CCCC2=O)c2ccc(F)cc2)cc1
→ 7, -5
O=C(NCc1nnc(SCC(=O)N2CCCCCC2)o1)c1ccccc1F
→ -3, -18
CCOC(=O)c1cccnc1NC(=O)c1ccccc1
→ 8, -3
O=C(Nc1cccc(Cl)c1)c1cnn2cccnc12
→ 6, -2
CC(C)(C)n1ncc2c(=O)n(Cc3ccc(Cl)cc3)cnc21
→ 7, -10
CSc1cccc(NC(=O)CCCn2c(=O)c3cccn3c3cccnc32)c1
→ 74*, 1
O=C(NC12CC3CC(CC(C3)C1)C2)c1cncc(Br)c1
→ 3, -13
O=C(c1ccccc1)N1CCCN(c2nccc(C(F)(F)F)n2)CC1
→ 6, 7
Cc1ccc(S(=O)(=O)NCC2CCC(C(=O)NCc3cccnc3)CC2)cc1 (centres undefined)
→ 4, -2
CCCC(=O)Nc1ccccc1NC(=O)CN(C)S(=O)(=O)c1ccccc1
→ 26, -14
Cc1c(OCC(=O)NC(Cc2ccc(Cl)cc2)C(=O)O)ccc2c(-c3ccccc3)cc(=O)oc12 (centres undefined)
→ 27, 0
Cc1nc(-c2ccccc2)nc2n[nH]c(N)c12
→ 17, -12
Cc1cc(NC(=S)NC(=O)C2CC2)ccc1Br
→ 14, -3
CCCc1ccc(C(=O)[C@@H]2[C@@H](C(C)=O)N3c4ccc(F)cc4C=C[C@@H]3[C@@]23C(=O)Nc2ccccc23)cc1
→ 7, -19
CC(=O)Nc1ccc(S(=O)(=O)Nc2nc(-c3ccc(C(C)(C)C)cc3)cs2)cc1
→ 5, 16
CC(=O)c1cn(Cc2ccccc2)c(=O)n(Cc2ccc(F)cc2)c1=O
→ 11, -9
CN(C(=O)c1cnc2n(c1=O)CCS2)C1CCCCC1
→ -4, -4
Cn1c(NNC(=O)c2ccccc2F)cc(=O)n(C)c1=O
→ 5, -15
CCc1nc(SCC(=O)c2ccc(Cl)s2)c2oc3ccccc3c2n1
→ 17, -26
Cc1sc2ncnc(SCC(=O)N3CCCC(C(F)(F)F)C3)c2c1C (centres undefined)
→ 29, -16
O=C(c1oc2ccccc2c1N1CCCCC1)N1CCCCC1
→ 7, -28
O=C(Nc1nccs1)c1ccc(-c2ccc(F)c(Cl)c2)o1
→ 97*, 47*
COc1ccc(OC)c(NC(=O)CSCC(=O)O)c1
→ 1, -5
CCOc1ccc(Cn2nnc(C(=O)Nc3cc(OC)cc(OC)c3)c2N)cc1
→ 5, 23
Cc1nn(-c2cccc(Cl)c2)c(Cl)c1/C=N/NC(=O)c1cccs1
→ 40, -10
C=CCOc1ccc(/C=N/NC(=O)CC(=O)NC2CCCCC2)cc1
→ 22, -21
Cc1snc2sc(C(=O)c3ccc(F)cc3)c(N)c12
→ 9, -20
CCC(C)NC(=O)COC(=O)c1cc([N+](=O)[O-])ccc1Sc1nc(C)cs1 (centres undefined)
→ 54*, -19
Cc1ccc(S(=O)(=O)Nc2nc3ccccc3nc2Nc2cccc(S(=O)(=O)N3CCCC3)c2)cc1
→ 10, -25
CCCCOc1ccc(/C=C/C(=O)NCCc2nc3ccccc3[nH]2)cc1
→ 13, -23
O=S(=O)(c1cccs1)N1CCN(CC(O)COc2cc(Cl)ccc2Cl)CC1 (centres undefined)
→ 75*, 74*
Cc1cc(=O)oc2c(C)c(OCC(=O)NCCCn3ccnc3)ccc12
→ -1, 6
COc1cc(CNc2nc3ccccc3s2)cc(OC)c1OC
→ 15, -30
CCOc1cc(C(=O)Nc2ccc([N+](=O)[O-])cn2)cc(OCC)c1OCC
→ 17, -12
COc1ccc(/C=N/n2cnc3c([nH]c4ccc(C)cc43)c2=O)cc1CN1CCCC1
→ 4, -37
COc1ccc(NC(=O)CN2CCCN(S(=O)(=O)c3ccc(F)cc3)CC2)cc1
→ 10, -19
COc1ccc(/C=C/C(=O)NC(=S)NCCc2ccc(OC)c(OC)c2)cc1
→ 4, -21
Cc1cc(Br)ccc1NC(=O)c1ccc(-n2cncn2)c([N+](=O)[O-])c1
→ 11, -16
CCN(CC(=O)NC(C)C)C(=O)c1ccc(S(=O)(=O)N(C)c2ccccc2OC)cc1
→ 12, -24
N/C(CCN1CCOCC1)=N/O
→ 5, -4
CC(C)(C)S(=O)(=O)c1cnc(-c2cnccn2)nc1N
→ 3, -8
CSc1ccc(CN2CCC(CO)(Cc3ccc(Cl)cc3)CC2)cc1
→ -83, -16
COc1ccc(NC(=O)c2oc3ccccc3c2NC(=O)c2ccco2)cc1
→ 14, 25
Cc1cccn2c(=O)nc(SCC(=O)NCc3ccc(F)cc3)nc12
→ 5, -2
CC1=C(C(=O)Nc2ccc([N+](=O)[O-])cc2)C(c2cccc(C(F)(F)F)c2)NC(=S)N1c1ccccc1 (centres undefined)
→ 15, 22
COc1ccc(OCCOC(=O)c2cccs2)cc1
→ 9, -2
CCSc1nnc(NC(=O)[C@H](C)N2C(=O)C3CC=CCC3C2=O)s1 (some centres undefined)
→ 8, -14
COc1ccc(C2N(c3ccccc3)C(=O)C2(F)F)cc1OC (centres undefined)
→ 1, -19
O=C(NC1CCCCC1)C(=O)N(Cc1cccnc1)C(C(=O)NCc1ccco1)c1ccccc1 (centres undefined)
→ 6, -13
COc1ccc(S(=O)(=O)N(CC(=O)N2CCOCC2)c2ccc(F)cc2)cc1OC
→ 23, -16
CCOC(=O)C1=C(N)N2C(=O)C(C)SC2=C(C(=O)OCC)C1c1ccc(O)cc1 (centres undefined)
→ 10, -18
Cc1cc(C(=O)CN2C(=O)NC3(CCC(C)CC3)C2=O)c(C)n1C (centres undefined)
→ 3, -13

Entries of single compounds as entered above.
CCSc1nnc(NC(=O)[C@H](C)N2C(=O)C3CC=CCC3C2=O)s1 (some centres undefined) in the list: OX1R antag-1 = 8; OX1R antag-2 = -14
CC(C)(C)S(=O)(=O)c1cnc(-c2cnccn2)nc1N in the list: OX1R antag-1 = 3; OX1R antag-2 = -8
